# Bioassay records deposited in PubChem BioAssay by National Center for Advancing Translational Sciences (NCATS).
# ALOX12 inh: ALOX12 (human) lipoxygenase inhibition. P18054. AID 1671190. purified 12hLO, xylenol orange hydroperoxide absorbance. Potency, µM (series often up to 108 µM), inactives show at the top dose activity change, negative = inhibition, actives largely listed as inhibitors. actives 1.1% (n = 580,000); also: % is scaled to controls: 0 for no effect and ±100 for the full control effect
# Target sequence (P18054 whole entry, looked up): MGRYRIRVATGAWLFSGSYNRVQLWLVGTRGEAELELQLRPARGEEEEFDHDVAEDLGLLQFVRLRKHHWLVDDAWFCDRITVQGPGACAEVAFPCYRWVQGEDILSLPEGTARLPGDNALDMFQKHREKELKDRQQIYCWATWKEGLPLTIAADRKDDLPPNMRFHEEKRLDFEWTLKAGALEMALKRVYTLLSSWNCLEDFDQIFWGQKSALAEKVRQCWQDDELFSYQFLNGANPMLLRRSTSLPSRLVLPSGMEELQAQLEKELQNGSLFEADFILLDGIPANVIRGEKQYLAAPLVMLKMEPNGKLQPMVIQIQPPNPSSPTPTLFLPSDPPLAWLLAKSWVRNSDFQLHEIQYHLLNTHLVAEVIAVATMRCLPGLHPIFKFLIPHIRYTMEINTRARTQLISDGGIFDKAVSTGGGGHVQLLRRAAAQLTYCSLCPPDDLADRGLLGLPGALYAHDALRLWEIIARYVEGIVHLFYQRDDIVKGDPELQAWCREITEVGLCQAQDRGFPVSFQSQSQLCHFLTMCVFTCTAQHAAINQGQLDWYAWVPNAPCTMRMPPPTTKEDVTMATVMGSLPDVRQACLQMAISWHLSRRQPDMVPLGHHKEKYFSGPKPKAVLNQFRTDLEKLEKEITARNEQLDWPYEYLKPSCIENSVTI
#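 Hydroperoxide product was detected by ferrous iron/xylenol orange as the 573 to 405 nm absorbance ratio. Arachidonic acid at 40 uM (final) was turned over for 30 min at room temperature by 150 nM human 12hLO, pH 7.0 Hepes buffer, after 15 min compound preincubation.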
# ERG Ets-DNA blk: blocks human ERG Ets domain binding to DNA | P11308 | fluorescence polarization, His-ERG Ets domain / labelled DNA | Potency, µM (highest dose often 76.9 µM), inactives show top-dose FP activity, negative = inhibition, most hits filed as inhibitors | actives 0.028% (n = 370,000); active = well fitted inhibition curve with a large enough effect in the polarisation, with a control signal flat; inconclusive = small, poorly fitted or top-dose-only effect, or effect the other way, or a change in a side signal; inactive = no such curve, though single readings can be large or run the other way; the % refers to the polarisation;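 also: polarization taken with two DNA probes labelled with fluorescein and Texas red; % of control where 0% means no effect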
#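 His-tagged ERG Ets domain (1 uM in the protein solution; 300mM KCl, 50mM Tris-HCl, 1mM EDTA, 1mM DTT, pH 7.5) received compound, then a probe mix of 5 nM fluorescein-DNA and 100nM Texas-615-DNA. Fluorescence polarization was read for both dyes.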
# GLS inhibitor: blocks human kidney-isoform glutaminase activity; actives 0.21% (n = 410,000); O94925; AID 624170; Potency, µM (series often up to 45.5 µM), without a hit: top-dose activity change, negative = inhibition, usual class: inhibitors; GLS enzymatic activity, qHTS titration; also: % is scaled to controls: 0 for no effect and ±100 for the full control effect
#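 Enzyme dispensed in phosphate buffer (45 mM, pH 8.2, 0.02% Tween-20), compounds pinned in, then 1 mM L-glutamine solution and the glutamate oxidase–HRP–Amplex Red mix added; fluorescence read immediately and again after 30 min at room temperature.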
# Tb PGK inh: inhibitors of T. brucei phosphoglycerate kinase. P07378. PGK/GAPDH coupled, Kinase-Glo luminescence, 60 min. Potency, µM (top dose mostly 57.5 µM), inactives show at the highest dose activity change, negative = inhibition, usual class: inhibitors. actives 0.043% (n = 380,000); also: % is scaled to controls: 0 for no effect and ±100 for the full control effect; nearly all actives have a fitted effect of over 60% in size
#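 Luminescent ATP detection (Kinase-Glo Plus) follows a 60-minute room-temperature incubation, with wells lacking PGK as controls. Buffer: 100 mM TEA (pH 7.6), 5 mM MgCl2, 0.01% Tween-20. Coupling enzyme GAPDH (100 nM final) supplies unstable 1,3-BPG in-well.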
# Pin1 inhibitor: inhibitors of human Pin1; Q13526; Pin1 FP peptide displacement, HiFluor488, 10 min; Potency, µM (titrated, usually from 115 µM), without a hit: at the top dose activity, negative = inhibition, actives largely listed as inhibitors; actives 0.009% (n = 390,000); AID 504891; active = well fitted inhibition curve with a large enough effect in the polarisation, with a control signal flat, not every such curve was filed as active; inconclusive = small, poorly fitted or top-dose-only effect, or effect the other way, or a change in a side signal; inactive = no such curve, though single readings can be large or run the other way; the % refers to the polarisation; also: % is scaled to controls: 0 for no effect and ±100 for the full control effect
# HP1b binding inh: inhibitors of HP1-beta chromodomain binding to methylated histone tails; Potency, µM (highest dose often 114 µM), for the others: at the highest dose activity change, negative = inhibition, hits mostly inhibitors; actives 0.56% (n = 390,000); AlphaScreen HP1-beta / biotin-H3K9me3 peptide binding; also: nearly all actives have a fitted effect of over 70% in size; inactives centre near 23
# Target sequence (P83916 whole entry, looked up): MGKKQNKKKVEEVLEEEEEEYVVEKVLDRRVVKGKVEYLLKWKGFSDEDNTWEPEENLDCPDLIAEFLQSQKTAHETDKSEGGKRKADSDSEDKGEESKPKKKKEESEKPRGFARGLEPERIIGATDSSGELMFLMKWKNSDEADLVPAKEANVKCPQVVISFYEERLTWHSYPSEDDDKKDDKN
#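 AlphaScreen: HP1-beta (50 nM) preformed 30 min with biotin-H3(1-18)K9me3 peptide (50 nM) in PBS pH 7.4, 0.01% Tween-20. Compound added for 30 min at RT, then streptavidin donor/nickel chelate acceptor beads (10 ug/mL) for 30 min.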
# RGS4 inhibitor: inhibitors of human regulator of G protein signaling 4. Transcreener GDP fluorescence polarization, RGS4-accelerated GTP hydrolysis. Potency, µM (series often up to 114 µM), inactives show top-dose activity change, negative = inhibition, hits mostly inhibitors. P49798. actives 0.039% (n = 390,000); also: % is scaled to controls: 0 for no effect and ±100 for the full control effect; nearly all actives have a fitted effect of over 75% in size; some results filed as inactive show a strong effect at the top dose
#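 MLSMR compounds (23 nl, pin-transferred) preincubated 10 min at room temperature with a 500nM (2x) first reagent, then RGS4 at 900nM (2x) plus Transcreener GDP mix added; fluorescence polarization (620/688 nm) read before and after 90 min at 30 °C.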
# TrxR1 inh: inhibitors of rat thioredoxin reductase 1; recombinant rTrxR1, NADPH fluorescence consumption, selenite substrate; Potency, µM (top dose mostly 114 µM), inactives show top-dose activity change, negative = inhibition, usual class: inhibitors; O89049; AID 588453; actives 1% (n = 390,000); also: % is scaled to controls: 0 for no effect and ±100 for the full control effect; nearly all actives have a fitted effect of over 65% in size
#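 Rat TrxR1 (90 nM in the dispensed reagent) was pre-reduced with 400 uM NADPH for 5 min at room temperature, then incubated with compound for 15 min. After 400 uM selenite was added, NADPH fluorescence (Ex 340/Em 450 nm) was followed for 8 min.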
# JMJD2A Tudor: inhibitors of human JMJD2A Tudor domain | AlphaScreen JMJD2A-Tudor / H3K4me3 peptide binding | Potency, µM (highest dose often 114 µM), inactives show at the highest dose activity change, negative = inhibition, actives largely listed as inhibitors | actives 4.4% (n = 390,000); also: % is scaled to controls: 0 for no effect and ±100 for the full control effect; nearly all actives have a fitted effect of over 50% in size
# * hit, by the source's call; i = inactive; ? = inconclusive; . = no result given; & = joins results of further samples; [ ] = remark or other dose. Unless noted, calls follow the shape of the dose curve; as a rule, active = well fitted curve in the direction sought with a large enough effect; inconclusive = small, poorly fitted or top-dose-only effect, or another doubt; inactive = no such curve, though single readings can be large; an effect the other way counts as inactive or inconclusive. Potency is read from the fitted curve at half-maximal effect. Only part of the results is shown; rates above refer to the full screens.
# The line under a structure holds: ALOX12 inh	ERG Ets-DNA blk	GLS inhibitor	Tb PGK inh	Pin1 inhibitor	HP1b binding inh	RGS4 inhibitor	TrxR1 inh	JMJD2A Tudor
[1] O=C(CN(CCO)c1ccccc1)Nc1ccc(Cl)c(S(=O)(=O)N2CCOCC2)c1
→ 6%	12%	19%	-7%	-10%	21%	-23%	21%	-19%
[2] CN(C)S(=O)(=O)c1ccc(S(=O)(=O)NC2CCOC(C)(C)C2)cc1 (stereo not given)
→ -15%	.	-3%	.	4%	28%	11%	8%	-8%
[3] Cc1n[nH]c(C)c1S(=O)(=O)N1CCC(C(=O)O)CC1
→ 0%	9%	1%	-3%	-8%	27%	-14%	-13%	10%
[4] CC(C)c1ccc(S(=O)(=O)NCc2ccc3c(c2)OCO3)cc1
→ -7%	2%	12%	-2%	3%	15%	13%	15%[2.29 µM]	-3%
[5] O=C(Nc1ncccc1O)c1ccc2c(c1)OCCO2
→ 0%	-3%	-2%	1%	-2%	5%	-6%	-9%	25µM*
[6] CCOc1ccc(N2C(=O)c3n[nH]c(-c4cccs4)c3C2c2cccc(F)c2)cc1 (stereo not given)
→ -21%	2%	0%	.	10%	4%	-9%	9%	-35%
[7] Cc1ccc(CN2c3ccccc3-c3nc(SCC(=O)Nc4c(C)cc(C)cc4C)ncc3S2(=O)=O)cc1
→ ?	8%	1%	-6%	?	50%[activator]	-29%	15%[57.1 µM]	6%
[8] COc1ccc(C)cc1S(=O)(=O)NCC(c1ccco1)N1CCc2ccccc2C1 (stereo not given)
→ -10%	-3%	-2%	3%	14%	15%	-13%	6%	-18%
[9] Cc1cc(Cl)ccc1NC(=S)NCCCN1CCCC1=O
→ -18%	1%	11%	-7%	-3%	9%	-22%	1%[57.1 µM]	-6%
[10] C1=C(CCNCC2CC2)CCCC1
→ -11%	-8%	-1%	-1%	1%	31%	-4%	1%[57.1 µM]	6%
[11] COc1ccc(CNC(=O)[C@]2(C)CCC[C@@]3(C)C4CC[C@@]5(C)C[C@]4(CCC32)CC5=O)cc1 (stereo not given in full)
→ 1%	4%	-8%	6%	3%	20%	20%	4%	-23%
[12] CCCn1c(SCC(=O)Nc2nc(C)c(C(=O)OC)s2)nnc1C(C)C
→ -12%	4%	-2%	-6%	2%	40%	-15%	-13%	18%
[13] CCOc1ccccc1Oc1c(C)oc2cc(OC(=O)c3ccco3)ccc2c1=O
→ -11%	.	7%	.	8%	28%	3%	-11%	-7%
[14] Cc1cc(C(=O)NCc2ccccc2Cl)n(-c2ccccc2)n1
→ 0%	-2%	24%	-9%	0%	-3%	-45%[56.9 µM]	26%[57.1 µM]	?
[15] O=c1[nH]cc(S(=O)(=O)Nc2ccc3c(c2)OCO3)c(=O)[nH]1
→ ?	?	6%	-3%	17%	29%	-29%	13%	-27%
[16] Cc1ccc2c(c1)C1(SCCS1)C(=O)N2
→ 0%	-3%	-10%	-5%	6%	16%	12%	30%	-22%
[17] Cn1c(=O)oc2cc(S(=O)(=O)Nc3ccccc3)ccc21
→ 8%	1%	0%	i	-2%	-11%	?	6%[57.1 µM]	?
[18] CC(=O)c1sc(NS(=O)(=O)c2ccc(C)cc2)nc1C
→ -43%	0%	1%	-1%	0%	26%	5%	2%[57.1 µM]	-5%
[19] OCC(O)CNC(=S)NC1CCCCC1 (stereo not given)
→ 0%	12%	-13%	8%	-2%	28%	4%	17%[57.1 µM]	-1%
[20] CCC(C)C(=O)Nc1nnc(-c2cccs2)s1 (stereo not given)
→ ?	4%	-11%	-7%	1%	13%	?	3%	-12%
[21] CC1CN(c2cnn(C(C)C)c(=O)c2Cl)CC(C)O1 (stereo not given)
→ 8%	6%	3%	0%	-11%	20%	47%	17%	-5%
[22] O=C(Nc1ccc(C(=O)N2CCC(N3CCOCC3)CC2)cc1)c1ccc(Br)o1
→ -44%	5%	0%	-3%	4%	43%[activator]	-15%	?	-9%
[23] O=C(CN1CCCCCC1)OCCN=C1NS(=O)(=O)c2ccccc21
→ .	5%	1%	i	1%	39%[activator]	-24%	-6%	-7%
[24] COc1ccc(NC(=O)C23CC4CC(CC(Cl)(C4)C2)C3)cc1S(=O)(=O)N1CCOCC1
→ ?	12%	-3%	-8%	2%	19%[57 µM]	-23%	6%[2.29 µM]	-13%
[25] Cc1ccc(NC(=O)CN2c3cccc4cccc(c34)S2(=O)=O)cc1S(=O)(=O)N1CCOCC1
→ -12%	-1%	-7%	-12%	4%	36%	6%	3%	7%
[26] CC(=O)N1CCC(=NNc2ccc(S(N)(=O)=O)cc2[N+](=O)[O-])CC1
→ 0%	-20%	0%	i	-6%	-15%	7%	-1%	-12%
[27] COC(=O)C1C(=O)c2c([nH]c(C(=O)OCCOC(C)C)c2C)CC1C (stereo not given)
→ ?	12%	4%	1%	2%	27%	12%	12%[57.1 µM]	0%
[28] NC(=O)c1cc(C(=O)c2ccc(Cl)cc2Cl)c[nH]1
→ -10%	4%	-4%	i	0%	38%	-15%	-16%[57.1 µM]	1%
[29] COC(=O)c1cn(NC(=O)C2CCCCC2)c(=O)c2ccccc12
→ ?	-6%	-7%	-2%	-2%	37%	25%	25%[57.1 µM]	3%
[30] CCCCNc1nc2ccccc2nc1NS(=O)(=O)c1ccc(F)cc1
→ -1%&-18%	-14%	1%	-9%	1%	36%	1%	-1%[57.1 µM]	18%
[31] S=C(c1nc2ccccc2[nH]1)N1CCOCC1
→ -5%	2%	-13%	0%	-2%	?	?	3%	-53%
[32] Cc1ccc(C)c(NC(=O)CCC(=O)N2CCOc3ccccc32)c1
→ -9%	4%	1%	i	1%	16%	-34%	13%[57.1 µM]	-18%
[33] O=C(/C=C/c1ccccc1)c1ccc2c(c1)OCCCCO2
→ -4%	-11%	0%	-20%	-1%	95%	-17%	-7%	41%[activator]
[34] COc1ccc(NC(=O)CCn2c(-c3ccc(F)cc3)cc(C(C)=O)c2C)c(OC)c1
→ -16%	0%	-6%	i	-2%	21%	-1%	21%[57.1 µM]	?
[35] Cc1noc(C)c1NC(=O)Nc1ccc2c(c1)C(=O)N([C@H](C)CO)C[C@H](C)[C@@H](CN(C)S(C)(=O)=O)O2
→ -14%	-17%	-2%	2%	1%	31%	25%	7%[57.1 µM]	-20%
[36] Cc1cc(C)c(NC(=O)C(C)OC(=O)c2cc(Br)c(Br)s2)c(C)c1 (stereo not given)
→ 1%	-10%	4%	i	8%	23%	-19%	9%	-7%
[37] COc1ccc(NC(=O)CC(C)n2nc(C)cc2C)cc1Cl (stereo not given)
→ -14%	3%	3%	-6%	0%	6%	1%	4%[57.1 µM]	-19%
[38] O=C(Cc1cccs1)Nc1nnc(SCC(=O)NC2CCCCC2)s1
→ -22%	-3%	-5%	-5%	?	5%	11%[11.4 µM]	16%[57.1 µM]	-17%[57.1 µM]
[39] CN(C)/C=C1\N=C(c2ccc3c(c2)OCO3)OC1=O
→ ?	-3%	1%	i	4%	31%	-12%	11%[57.1 µM]	1%
[40] O=C(O)CCCCCNS(=O)(=O)c1ccc2c3c(cccc13)C(=O)N2
→ -4%	5%	21%	-2%	-12%	38%	3%	-1%[57.1 µM]	-2%
[41] CCCCc1nc(N2CCOCC2)c(C#N)c2c1CCCC2
→ 0%	6%	9%	-2%	0%	131%[activator]	10%	12%	75%[activator]
[42] N#Cc1ccccc1OCC(=O)NC1CCCCC1
→ 0%	19%	-3%	0%	-2%	12%	7%	13%[57.1 µM]	-12%
[43] N#Cc1c(-c2ccc(Cl)cc2)c(-c2ccc(Cl)cc2)nn(CCOC(=O)CCC(=O)O)c1=O
→ 0%	-6%	-7%	-10%	-9%	28%	-36%	-3%[11.4 µM]	-22%
